Screening data (PubChem)
H9c2 protect = cardioprotection against H2O2-induced cell death, primary screen, uHTS, H9c2 cells, ATPLite luminescence | protection from H2O2 cell death, % at 20 µM | AID 588492, 2011 | H9c2 cardiomyocytes, H2O2 injury protection, 2 h | hit rate 0.63% among 360,000;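 active = compounds giving at least 50% protection of heart cells from peroxide-induced death in the single-dose screen, raw or plate-pattern-corrected value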;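 note: 0% = DMSO wells with peroxide and 100% = DMSO wells without peroxide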
Granule exo inh = LAMP-1 surface exposure blockers, TALL-104 cells – cell-based, flow cytometry, MLPCN library, primary screen. TALL-104 LAMP-1 surface exposure; cells stimulated with thapsigargin and PMA. inhibition, % at 10 µM. hit rate 0.66% among 360,000. AID 651702, 2012;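 active = inhibition above about 55%, limit read from the data; inconclusive = no clear call, values can overlap the other calls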
ABCB6 inh MLPCN = ABCB6 transporter inhibitors, primary screen, K562-ABCB6 cells, flow cytometry, MLPCN library | AID 602162, 2011 | hit rate 0.19% among 360,000 | fluorescence ratio to DMSO, % at 10 µM | K562-ABCB6 porphyrin accumulation, 1 h; active compounds read low | ATP-binding cassette sub-family B member 6 (Homo sapiens), Q9NP58;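 active = fluorescence ratio to DMSO below 75%, the collection mean minus 3 SD; inconclusive = too few cells collected in the well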;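 note: signal is porphyrin accumulated inside mitochondria; 100% equals median channel fluorescence of DMSO control wells; lower ratio means ABCB6 inhibition with less porphyrin fluorescence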
Target sequence (Q9NP58 whole entry, looked up): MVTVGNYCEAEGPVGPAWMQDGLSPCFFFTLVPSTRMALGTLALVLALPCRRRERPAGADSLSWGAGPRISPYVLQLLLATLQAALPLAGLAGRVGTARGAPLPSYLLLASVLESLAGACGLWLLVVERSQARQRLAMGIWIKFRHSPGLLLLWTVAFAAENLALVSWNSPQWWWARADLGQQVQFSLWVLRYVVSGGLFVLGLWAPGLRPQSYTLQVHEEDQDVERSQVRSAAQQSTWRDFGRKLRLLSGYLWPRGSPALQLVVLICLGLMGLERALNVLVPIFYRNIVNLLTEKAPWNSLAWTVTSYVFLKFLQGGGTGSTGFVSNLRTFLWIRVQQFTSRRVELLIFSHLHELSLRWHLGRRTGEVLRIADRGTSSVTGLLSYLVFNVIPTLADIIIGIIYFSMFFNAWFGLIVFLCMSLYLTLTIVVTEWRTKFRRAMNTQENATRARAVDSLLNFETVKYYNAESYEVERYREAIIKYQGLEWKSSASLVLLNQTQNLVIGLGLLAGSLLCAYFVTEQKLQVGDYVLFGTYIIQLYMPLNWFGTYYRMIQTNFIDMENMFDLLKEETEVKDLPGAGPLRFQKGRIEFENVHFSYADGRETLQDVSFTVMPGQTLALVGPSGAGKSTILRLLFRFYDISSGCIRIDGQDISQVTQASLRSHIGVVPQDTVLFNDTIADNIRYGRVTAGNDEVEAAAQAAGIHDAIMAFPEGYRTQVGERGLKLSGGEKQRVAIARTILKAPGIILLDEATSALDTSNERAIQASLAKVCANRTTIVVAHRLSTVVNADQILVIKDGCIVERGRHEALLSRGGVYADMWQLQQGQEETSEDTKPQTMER
PDI inh = inhibitors of human PDI, primary screen, biochemical, turbidity, single point, plate reader. Protein disulfide-isomerase (Homo sapiens), P07237. PDI insulin aggregation turbidity, A650, 90 min. inhibition, % at 10 µM. hit rate 0.052% among 350,000. AID 588391, 2011;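 active = mean inhibition across replicates of 30% or more, whatever share of single replicates reach that level; inconclusive = mean inhibition below 30% while every single replicate reaches 30%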;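 note: absorbance from insulin aggregation driven by PDI reduction with DTT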
N-glyco inh = increase of ERlucT glycosylation luciferase signal, primary screen, N-linked glycosylation inhibitor project, D54 ERlucT cells, luminescence, set 2; reporter increase, % at 12.5 µM; hit rate 0.23% among 360,000; D54 ERlucT glycosylation luciferase reporter, 24 h; percent of 100 nM tunicamycin response; AID 588692, 2011;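 active = mean luciferase reporter signal, scaled so untreated is 0 and the glycosylation-blocking control 100, at or above a set limit in every replicate; inconclusive = mean reaches the limit but not every replicate does; inactive = mean below the limit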;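 note: luciferase carries N-glycosylation sites so blocking glycosylation raises the light; 0% = median of neutral control wells and 100% = median of 100 nM tunicamycin wells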
CaV13 FRET inh = Primary screen for inhibitors of IQ motif and Ca2+-dependent inactivation inhibitor domain binding in CACNA1D, Förster resonance energy transfer in living cells, …; HEK cells, CFP/YFP FRET ICDI-IQ, plate reader, 10 min; percent FRET-ratio fall versus neutral wells; inhibition, % at 12.3 µM; hit rate 0.098% among 340,000;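 active = mean replicate inhibition of at least 30% and at least 1% of replicates passing that level; inconclusive = only one of the two criteria is met; inactive = neither criterion is met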;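 note: 0% = median of the neutral control wells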
Vif inh = HIV Vif self-association inhibitors, primary screen, imaging, HEK293T, single point; HEK293T cells, Vif self-association by quenched fluorescence, 24 h; inhibition, % at 7.49 µM; hit rate 0.35% among 340,000; AID 602346, 2012; in the data active = inhibition above about 50%, passing the limit was not always enough; inconclusive = no clear call, values can overlap the other calls; inactive = below about 31%; note: some results filed as inactive read as strong as hits
aDG glyco act = activators of alpha-DG glycosylation, primary screen, uHTS, Pro5-aDG cells, AlphaScreen | alpha-DG glycosylation AlphaScreen (IIH6); 0% Pro5, 100% B10-LARGE cell signal | activation, % at 10 µM | hit rate 0.22% among 360,000;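 active = activation of at least 8% versus controls, or a plate z-score of at least 8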;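 note: Pro5 are CHO cells carrying HIG-tagged alpha-DG that lacks glycosylation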
m5-HT2A agonist = mouse Htr2a agonists via beta-arrestin recruitment, primary screen, cell-based, luminescence. activation, % at 7.6 µM. 5-hydroxytryptamine receptor 2A (Mus musculus), P35363. hit rate 0.66% among 360,000. CHO-K1 mHTR2A beta-arrestin complementation; percent of 30 µM serotonin response;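 active = activation above a run cutoff, the mean activation of all tested compounds plus 3 SD, cut at about 14% in these data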;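 note: 0% = plate median of compound wells and 100% = 30 µM serotonin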
hiPSC survival = enhancers of single-cell hiPSC survival, primary screen, ATPlite luminescence. AID 602274, 2012. hit rate 0.044% among 360,000. survival enhancement, % at 20 µM. 100% = ROCK inhibitor wells, 0% = DMSO; in the data active = survival enhancement above about 18%;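 note: cells exposed to compounds for 16 hours before the ATP read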
Numbers without * were called inactive; ? = inconclusive; nt = not tested or not shown.

SMILES	H9c2 protect	Granule exo inh	ABCB6 inh MLPCN	PDI inh	N-glyco inh	CaV13 FRET inh	Vif inh	aDG glyco act	m5-HT2A agonist	hiPSC survival
Cn1c(=O)nc2n(Cc3ccccc3)c3cccc(Cl)c3cc-2c1=O	-1	33	102	-5	1	-7	1	0.3	0	-3.0
CCc1ccccc1NS(=O)(=O)c1ccc2[nH]cc(C(=O)NCC3CCCO3)c(=O)c2c1 (stereo not given)	2	-1	86	-3	-1	-3	7	0.1	-4	-1.3
Clc1ccc(CSc2nnc([C@@H]3CCCN3)o2)cc1Cl	8	2	93	9	3	-5	11	0.5	-1	1.7
Cc1ccc(S(=O)(=O)NC(=O)NC(=O)N(C)S(=O)(=O)c2ccc(C)cc2)cc1	-4	-2	112	23	2	-19	-3	0.1	7	2.6
CC1C(=O)N(Cc2cn(Cc3ccco3)nn2)CCS(=O)(=O)N1Cc1ccc(-c2ccc(Cl)cc2)cc1 (stereo not given)	-15	0	105	7	-5	-9	0	0.2	-2	-1.3
CN(C(=O)COC(=O)Cc1c[nH]c2ccccc12)c1c(N)n(Cc2ccccc2)c(=O)[nH]c1=O	10	-1	93	5	2	-6	3	0.0	-5	0.1
COc1cc2c(cc1OC)C(c1ccccc1)NCC2 (stereo not given)	2	0	99	0	1	-17	-4	0.1	4	-0.1
Cc1ccc(C(=O)NCCCc2ccccc2)c(Cl)c1	3	0	96	0	-4	-22	5	0.0	-5	1.2
O=C(COC(=O)CSc1ccc(F)cc1)NC1CC1	0	-1	102	0	4	-5	16	-0.1	-3	7.9
CCC1CCCCN1C(=O)CSc1nnc(-c2ccc(Cl)cc2)o1 (stereo not given)	-27	0	105	nt	-2	5	-5	0.2	-5	2.1
COc1ccc(N(CC(O)Cn2c3ccccc3c3ccccc32)S(=O)(=O)c2ccccc2)cc1 (stereo not given)	1	23	90	-1	-5	nt	-7	0.2	4	-1.5
COCCn1c(SCC(=O)Nc2sccc2C(N)=O)nc2cc(Cl)ccc2c1=O	11	-1	95	-14	1	-2	-7	0.1	0	1.6
CN(C)c1nc(N)c([N+](=O)[O-])c(NCc2ccccc2)n1	1	3	99	-2	0	-4	5	-0.2	-5	2.9
O=c1[nH]c2cc(Cl)ccc2c(O)c1-c1cccc(Oc2ccccc2)c1	19	-2	96	-10	0	-5	-12	-0.1	-1	4.5
CCc1nnc(NC(=O)c2ccc(S(=O)(=O)N3CCOCC3)cc2)s1	8	6	101	nt	0	3	-5	-0.3	-4	-2.3
Oc1c(Cl)cc(Cl)cc1CNn1cnnc1	-4	-3	100	13	-1	-9	1	0.6	2	-0.2
O=C(Nc1ccccn1)C12CC3CC(C1)CC(C(=O)Nc1ccccn1)(C3)C2	-3	2	104	4	3	-5	1	0.3	-4	6.7
CCc1sc(C(=O)N2CCN(c3ncccn3)CC2)cc1Br	-3	2	95	-12	1	nt	28	0.0	-3	0.7
O=C(NCc1cccnc1)c1ccc(N2CCOCC2)c([N+](=O)[O-])c1	-7	-2	102	10	0	-4	1	-0.1	-1	-3.5
OCc1nc2ccccc2n1CCCOc1ccccc1	-11	-2	98	-4	-2	-7	2	0.1	-7	-0.5
CCC(=O)NC(=S)Nc1ccc(NC(=O)COc2ccc(Cl)c(C)c2)cc1	-10	-8	97	-4	-2	-14	9	0.0	2	-0.7
Cc1cc(C)n2c3c(c(C#N)c2n1)CCCC3	4	-2	96	2	2	-6	-1	0.2	9	2.5
CC(=O)NC1C(=O)N(CC(C)C)c2ccccc21 (stereo not given)	2	2	95	15	-1	-5	7	0.0	0	-1.0
CCc1cccc2c(C(=O)CN3C(=O)NC4(CCCCCC4)C3=O)c[nH]c12	3	5	99	-1	8	-6	-6	-0.8	2	0.6
COc1ccc(S(=O)(=O)N2CCC(C(N)=O)CC2)cc1C(=O)N1CCCCCC1	-5	15	100	-2	0	-7	7	-0.1	-8	0.6
CC1=C(C(=O)NC2CC(C)(C)Cc3c2cnn3-c2ccc(C)cc2)OCCO1 (stereo not given)	-3	22	102	0	-2	nt	-5	0.4	3	-0.4
CCCNC(=O)NC(=O)COC(=O)c1oc2ccc(OCC)cc2c1C	-4	4	89	0	1	-2	-5	0.1	4	2.3
Cn1cnnc1SCC(=O)Nc1ccc2nc(SCc3ccccc3)sc2c1	4	-3	91	-1	-3	0	1	0.2	-4	-1.8
Cc1cccc(C)c1NC(=O)CN1CCN(c2ccc(C(F)(F)F)cn2)CC1	8	-2	100	nt	2	-6	?	0.2	2	0.8
COCCCNC(=O)c1ccc(NC(C)=O)cc1	-1	-2	97	3	0	-6	nt	-0.1	2	2.8
Cc1ccc(S(=O)(=O)N2CC=C(C(=O)NC3CC3)CC2)cc1	6	-2	96	3	-1	-4	-2	0.0	1	-0.2
N#Cc1c(-c2ccccc2Cl)cc(C2CC2)nc1N	-18	-1	94	5	0	-5	4	0.2	-2	0.1
Cc1ccc2c(=O)c(C(=O)NCc3cccs3)c[nH]c2c1	17	-1	98	-2	1	-9	-9	0.2	2	-0.4
Cc1cccc(N=Nc2cnc(N)s2)c1	-4	11	97	17	5	-5	-1	0.0	-6	0.0
CC(=O)Oc1ccc(Cn2cnc3cc4ccccc4cc32)cc1	-8	23	92	1	2	-6	9	1.3	4	-0.2
O=C(c1ccccc1)N1CCN(C(=O)c2cc3nc(-c4ccccc4)cc(C(F)(F)F)n3n2)CC1	11	-9	98	6	-3	-8	15	-0.1	-6	0.7
CCCN(C(=O)C1CCN(S(=O)(=O)c2ccc(OC)c(OC)c2)CC1)C1CCS(=O)(=O)C1 (stereo not given)	-3	-6	93	7	2	-5	18	-0.2	2	-0.5
CN(CC(=O)Nc1cccc(F)c1)C(=O)CC1CCCCC1	-2	-4	101	-1	-3	-7	-4	0.0	1	-0.1
CC(C)Cn1c(-c2cccnc2)nc2c1c(=O)[nH]c(=O)n2CC(C)C	0	-12	96	1	1	-19	-16	0.1	0	2.3
COC(=O)c1cc(C(=O)Nc2nnc(C3CC3)s2)cc([N+](=O)[O-])c1	9	1	99	-1	1	-5	nt	0.1	-3	2.0
O=C(Nc1ccc2c(c1)OCO2)C1COc2ccccc2O1 (stereo not given)	3	-2	100	8	0	-4	-2	0.1	5	4.0
O=C1CSC(=S)N1c1ccc(O)cc1	-3	2	100	14	3	-20	1	0.0	5	1.8
Cc1ccc(C(=O)NCC(=O)OCC(=O)c2ccc3c(c2)NC(=O)CO3)cc1	-1	0	99	-11	0	-5	-1	-0.3	-4	1.4
Cc1noc(C(=O)Nc2cccc(O)c2)c1Cl	0	-1	98	-1	1	-2	2	0.0	0	-0.2
O=C(O)C1=C[C@@H](O)[C@@H](O)[C@H](O)C1	-7	-4	101	3	1	-5	-7	-0.4	0	-2.2
Cc1ccccc1C1(O)c2ccccc2-c2ccccc21	-10	-3	100	-1	-1	-6	1	0.1	-1	0.9
Cc1[nH]nc2c1C(CCc1ccccc1)C(C#N)=C(N)O2 (stereo not given)	1	-1	99	-5	1	-7	nt	-0.2	0	-0.2
c1ccc(N=Nc2cn[nH]c2-c2ccco2)cc1	-5	-2	99	-4	-3	6	nt	-0.6	1	-0.8
CCOCCCNCC(=O)N1CCN(S(=O)(=O)c2ccc(C)cc2)CC1	5	-1	89	4	1	-8	13	-0.2	6	4.7
CCCc1c(C)c(C#N)c2nc3ccccc3n2c1NCCCN1CCOCC1	10	-9	101	-2	-2	-6	6	-0.3	3	-1.5
CCOc1ccc(NC(=O)CSc2nc3c([nH]c4ccccc43)c(=O)n2C)cc1	-1	-2	106	-3	4	-6	1	0.0	6	-2.8
CC(C)COC(=O)N(C)C[C@@H]1OCc2cn(nn2)CCCC(=O)N([C@@H](C)CO)C[C@H]1C	2	-4	95	-8	2	-6	-3	-0.2	-1	4.1
CCOC(=O)C(Cc1ccc(OC)c([N+](=O)[O-])c1)NC(=O)CCC(=O)Nc1ccc(OC)cc1 (stereo not given)	4	3	100	8	1	-5	1	0.3	6	0.2
COc1ccc(NC(=O)C2CCCCN2N)cc1OCC(C)C (stereo not given)	-1	-3	106	2	0	-7	1	0.0	-1	1.0
CC1=CC(C)(C)N(C(=O)c2ccc(F)cc2)c2cc3c(cc21)OCO3	-9	3	100	-6	-6	-5	1	-0.1	0	-0.3
CCC(C)NC(=O)CC1Oc2ccc(C)cc2NC1=O (stereo not given)	8	0	100	nt	-1	-1	-2	0.1	-1	-0.2
O=c1c2ccccc2[nH]c(=S)n1CCCN1CCN(C2CCCCC2)CC1	5	-4	97	5	0	-6	0	0.4	-2	1.5
C=C1CCN([C@@H](CC(C)C)C(=O)NCc2ccco2)S(=O)(=O)c2ccccc21	6	-12	93	2	1	-10	-2	0.1	1	0.9
COCCN(C(=O)COC(=O)C12CC3CC(CC(Cl)(C3)C1)C2)c1c(N)n(Cc2ccccc2)c(=O)[nH]c1=O	3	1	96	11	-1	-4	-5	-0.1	-1	0.7
COc1cc(CNc2nc(C)c([N+](=O)[O-])c(C)c2C#N)cc(OC)c1	-3	-5	107	-6	-5	nt	0	0.0	0	-3.4
Continued.
SMILES	H9c2 protect	Granule exo inh	ABCB6 inh MLPCN	PDI inh	N-glyco inh	CaV13 FRET inh	Vif inh	aDG glyco act	m5-HT2A agonist	hiPSC survival
CC1(C(=O)NCCc2ccccc2)Cc2c(-c3ccc(C(N)=O)cc3)ccnc2O1 (stereo not given)	-2	-2	103	4	2	-5	6	0.1	1	1.6
COc1cc(C(=O)Nc2ccc3c(c2)OCO3)ccc1OCc1c(C)noc1C	-4	1	97	-1	4	1	-8	0.3	0	-0.5
CCn1c(SCC(=O)Nc2ccc(N(C)C)cc2)nnc1-c1ccco1	0	11	98	2	0	-7	1	0.0	6	-0.2
CC1=CCC2C(=O)N(Cc3ccccc3)C(=O)C2C1 (stereo not given)	5	-2	97	6	1	nt	11	0.0	-7	0.5
Cn1c(=O)c2cc(S(=O)(=O)NC(Cc3ccccc3)C(=O)NCC3CCCO3)ccc2n(C)c1=O (stereo not given)	2	-1	96	5	-1	4	-1	0.2	4	0.8
CCCc1ccc(C(O)c2ncc(-c3ccccc3F)[nH]2)cc1 (stereo not given)	-18	-3	105	-1	2	-9	32	0.0	2	-1.9
